From PubChem
Kir21 inh: Kir2.1 (mouse) channel inhibition | P35561 | HEK293-Kir2.1, FluxOR thallium flux fluorescence; hits give low values | B-score at 10 µM | hit rate 0.85% among 310,000 | AID 1672;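 active means fluorescence ratio B-score at or below minus 3 SD of library scores, with starting-brightness B-score within 2 SD, cut at about -4.2 in these data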;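 further: channel flux triggered by added potassium and thallium sulfate stimulus; B-score of peak minus minimum fluorescence over baseline after thallium stimulus; more negative B-score means stronger Kir2.1 block with less thallium influx; some compounds called inactive have numbers as strong as hits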
Target sequence (P35561 whole entry, looked up): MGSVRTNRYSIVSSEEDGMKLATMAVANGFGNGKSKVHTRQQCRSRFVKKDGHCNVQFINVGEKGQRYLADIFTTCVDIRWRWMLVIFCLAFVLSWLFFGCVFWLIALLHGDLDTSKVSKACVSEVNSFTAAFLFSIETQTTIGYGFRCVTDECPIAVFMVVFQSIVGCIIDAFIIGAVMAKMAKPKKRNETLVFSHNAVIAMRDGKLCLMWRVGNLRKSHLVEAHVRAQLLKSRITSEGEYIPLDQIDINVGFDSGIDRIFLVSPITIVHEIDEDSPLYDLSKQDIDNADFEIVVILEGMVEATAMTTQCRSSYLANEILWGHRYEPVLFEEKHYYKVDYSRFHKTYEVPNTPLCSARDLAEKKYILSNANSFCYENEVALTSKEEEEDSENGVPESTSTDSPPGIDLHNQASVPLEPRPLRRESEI
CHT block: inhibitors of human choline transporter CHT. CHT-expressing cells, membrane potential dye, choline response; hits give low values. B-score at 10 µM. hit rate 0.86% among 310,000. AID 488975;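 active means B-score over 3 SD under the library average, and starting fluorescence ratio not unusually high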;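 further: choline stimulus applied at its EC90 after an EC20 pre-addition; B-score computed on integrated fluorescence ratio after choline addition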
Target sequence (Q9GZV3 whole entry, looked up): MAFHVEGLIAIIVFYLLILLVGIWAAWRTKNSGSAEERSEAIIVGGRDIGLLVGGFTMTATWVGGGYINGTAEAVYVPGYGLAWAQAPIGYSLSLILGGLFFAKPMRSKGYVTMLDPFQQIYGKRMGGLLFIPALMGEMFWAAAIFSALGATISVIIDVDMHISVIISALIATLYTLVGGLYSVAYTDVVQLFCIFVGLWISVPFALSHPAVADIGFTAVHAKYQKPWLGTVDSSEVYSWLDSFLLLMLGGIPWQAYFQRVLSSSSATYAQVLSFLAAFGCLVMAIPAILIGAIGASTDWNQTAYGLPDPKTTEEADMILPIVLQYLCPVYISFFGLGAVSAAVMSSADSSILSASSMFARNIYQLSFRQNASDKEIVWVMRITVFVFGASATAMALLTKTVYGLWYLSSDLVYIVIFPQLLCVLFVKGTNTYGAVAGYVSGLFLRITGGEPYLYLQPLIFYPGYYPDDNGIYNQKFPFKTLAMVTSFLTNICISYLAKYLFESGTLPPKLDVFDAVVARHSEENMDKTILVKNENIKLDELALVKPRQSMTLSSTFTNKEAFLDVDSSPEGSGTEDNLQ
* hit, by the source's call; i = inactive; · = no result given.

SMILES	Kir21 inh	CHT block
O=C(CCc1nnc(COc2ccccc2)o1)NCCc1cccs1	-0.74	i
O=C(C1CCCCC1)N1CCN(c2ccccc2F)CC1	-1.93	i
O=C(O)c1cccc(NC(=S)N/N=C/c2ccccc2OCc2cccc(Br)c2)c1	-0.16	·
CN1CCN(C(=O)c2cc3ccccc3oc2=O)CC1	1.6	i
COc1ccccc1CC(NC(C)=O)C(=O)NC1CCN(C(=O)Nc2ccccc2Cl)CC1 (stereo unspecified)	1.75	i
CCOc1ccc2nc(NC(=O)Nc3cccs3)sc2c1	-0.93	i
O=C(Cn1cnc2ccccc2c1=O)c1ccc(Cl)cc1	0.15	·
CC(=O)NCCCc1nc2ccccc2n1Cc1c(F)cccc1Cl	-1.44	i
O=C(NCc1ccc(Cl)cc1)C1CCC(=O)N(C2CCCCCC2)C1 (stereo unspecified)	-0.57	i
O=[N+]([O-])c1ccccc1-c1ccc(C(=S)N2CCCCC2)o1	0.53	i
Cc1ccccc1C(=O)NCCCCc1ccccc1	2.16	i
Cc1ccc(NC(=O)Cn2nnc(C(=O)NCc3cccs3)c2N)cc1Cl	-1.06	i
Cc1ccc(N2C(=O)C(O)(C(F)(F)F)C3=C2CC(C)(C)CC3=O)cc1 (stereo unspecified)	0	i
COc1ccc(CN2CN(c3ccc(Cl)cc3)C(=O)N(n3cnnc3)C2)cc1	-0.11	i
CN1CCc2cc3c(c4c2C1CC41CCC(=NO)CC1)OCO3 (stereo unspecified)	0.08	i
CCCC1OC23CCCCC2C(C#N)(C#N)C1(C#N)C(=N)O3 (stereo unspecified)	-1.31	i
Cc1ccc(C(NC(N)=O)c2ccccc2)cc1 (stereo unspecified)	0.29	i
CSc1ccccc1NC(=O)CN1CCCCC1	1.57	i
CCc1ccc(OCC(=O)Nc2ccc(-c3nc4ccccc4o3)c(O)c2)cc1	-0.82	i
Cc1cccc(N(CC(=O)Nc2ccc(-c3nc4ccc(C)cc4s3)cc2)S(C)(=O)=O)c1	-1.79	i
Cc1ccc(C(C(=O)NCC2CCCO2)N(C(=O)c2snc(C(N)=O)c2N)c2ccccc2F)o1 (stereo unspecified)	-1.79	i
Cc1cc2nc3c(nc2cc1C)CCCC3	0.9	i
O=C(CCCc1c[nH]c2ccccc12)N1CCCCCC1	0.58	i
O=Cc1c[nH]c2ncccc12	4.11	i
COc1ccccc1NS(=O)(=O)c1cccc(C(=O)N2CCN(Cc3ccc4c(c3)OCO4)CC2)c1	-2.05	i
CN(c1ccc(OCC(=O)O)cc1)S(=O)(=O)c1ccc2ccccc2c1	-1.8	i
S=C(NCCc1ccccc1)NCc1ccccc1Cl	-2.33	i
C=CCn1c(Oc2cc(C)ccc2C)nc2c1c(=O)n(C)c(=O)n2C	0.73	i
COC(=O)C(OC(=O)c1ccc(OC)cc1)C(=O)OC	0.37	i
Cc1nc2ccccc2c(=O)n1/N=C/c1ccc(O)c(O)c1O	-1.22	i

Compound profiles, as listed above. Screens in order: Kir21 inh | CHT block
Record of CN(c1ccc(OCC(=O)O)cc1)S(=O)(=O)c1ccc2ccccc2c1 → -1.8 | i
Record of COC(=O)C(OC(=O)c1ccc(OC)cc1)C(=O)OC → 0.37 | i
Record of O=Cc1c[nH]c2ncccc12 → 4.11 | i
Record of Cc1cc2nc3c(nc2cc1C)CCCC3 → 0.9 | i

The list continues:
SMILES	Kir21 inh	CHT block
O=C1CC(SCc2nc3ccccc3[nH]2)C(=O)N1c1cccc(F)c1 (stereo unspecified)	-0.92	i
COc1ccc2c(c1)CCC/C2=N\Nc1nc(C(=O)NN)cs1	0.04	i
COc1ccc(C)cc1NS(=O)(=O)c1ccc2c(c1)oc(=O)n2C	1.13	i
CC12CCC(C(=O)NCc3ccc4c(c3)OCO4)(CC1=O)C2(C)C (stereo unspecified)	2.2	i
COCCn1c(SCC(=O)Nc2cc(C)on2)nnc1-c1ccco1	0.93	i
Cc1sc2nc(CSc3ccccc3)nc(N3CCC(C(N)=O)CC3)c2c1C	0.25	i
C=CCn1c(=O)c2ccccc2n2c(SCC(=O)NCCc3ccccc3)nnc12	-0.55	i
CCc1c(C)nc(SCC(=O)c2cccs2)c(C#N)c1C	-0.69	i
CCOC(=O)Cc1csc(NC(=O)CSc2nnc(C3CC3)n2C)n1	-0.49	i
COC(=O)c1cc(NC(=O)CN(c2ccc3c(c2)OCO3)S(C)(=O)=O)ccc1Cl	0	i
C#CCOCCOCCOCCNc1nc(N2CCN(C(=O)[C@H](CCCCN)n3cc(CCCC)nn3)CC2)nc(N2CCN(C(=O)[C@H](Cc3ccc(O)cc3)n3cc(CCO)nn3)CC2)n1	-0.02	i
COc1ccccc1C(=O)Nc1ccc(C(=O)c2ccccc2)cc1	1.87	-6.47*
COc1ccc(-c2nn(-c3ccccc3)cc2/C=C/C(=O)NCCCn2ccnc2)cc1OC	-2.85	i
C#CCN(Cc1ccco1)C(=O)c1cc(COc2ccc(F)cc2Cl)on1	-0.03	i
O=C(/C=C/c1cccnc1)c1ccc(NC(=O)c2cccc(Br)c2)cc1	-0.33	i
CCOC(=O)c1cccc(NC(=O)c2cc3sccc3n2C)c1	1.41	i
O=C(NNC(=O)c1cccs1)c1ccc(Cl)nc1	-0.87	i
CCOc1cc(/C=C2/N=C(C)C(C(=O)OC)=C2O)ccc1O	-1.26	i
CCC(C)NC(=O)CN(C1CCCCC1)S(=O)(=O)c1ccc(F)cc1 (stereo unspecified)	0.34	i
CC1Cc2ccccc2C(=O)N1 (stereo unspecified)	-0.15	i
Cc1nnc(Nc2ccc(C(=O)N3CCOCC3)cc2)c2ccccc12	-2.67	i
Nc1cc(OC(=O)c2c(F)cccc2Cl)nn1S(=O)(=O)c1ccccc1	1.92	i
CC(=O)Cc1nsc(Nc2ccc3c(c2)OCCO3)n1	0.82	i
COc1ccc(NC(=O)c2cc(S(=O)(=O)NCC3COc4ccccc4O3)ccc2F)cc1 (stereo unspecified)	0.03	i
COc1ccccc1C(=O)N1CCC(N2CCN(c3ccccc3)CC2)CC1	-0.33	i
Cc1ccc(NC(=O)/C=C/C(=O)O)c(NC(=O)c2ccccc2)c1	0	i
Cc1csc(NC(=O)c2cc(-c3ccccc3)nc3ccccc23)n1	0.28	i
O=[N+]([O-])c1cccc(CN2CCN(S(=O)(=O)Cc3ccccc3)CC2)c1	-2.33	i
CC1=NN(c2ccc([N+](=O)[O-])cc2)C(=O)/C1=C\N(C)C	-0.21	i
COCC(C)NCc1cccc(OC)c1OC (stereo unspecified)	-0.96	i
NC(=O)c1cc(S(=O)(=O)NCc2ccc(F)cc2)cs1	0.63	i
O=C(CN1CCN(S(=O)(=O)N2CCCCC2)CC1)Nc1ccc(Br)cc1	1	i
COc1cccc(C(=O)NCC(=O)N/N=C(\C)Cc2ccccc2)c1	-0.33	i
COc1ccc([N+](=O)[O-])cc1NC(=O)CCN1CCOCC1	-0.31	i
COc1cccc(NC(=O)C(NCC(C)(C)CN(C)C)c2ccccc2)c1 (stereo unspecified)	0.91	i
CC(C)[C@@H](C(=O)OCC(=O)Nc1ccc2c(c1)OCO2)N1C(=O)c2ccccc2C1=O	1.93	i
COc1cc(SC)ccc1C(=O)NC1CCCCC1	-0.91	-6.19*
CC(C)COc1ccc(CN=C(N)N=C(N)N)cc1Cl	-0.02	i
O=C(Nc1ccccc1C(F)(F)F)N1CCC(n2c(=O)[nH]c3ccccc32)CC1	-0.11	i
O=C(CCc1nnc(C2(c3ccc(Cl)cc3)CCC2)o1)NC1CC1	-0.78	i
COc1ccc(C(=O)Cn2cc[n+](C)c2)cc1	0.67	i
OCCCNc1nc(-c2ccc(Cl)cc2)nc2ccccc12	1.63	i
COc1cccc2cc(C(=O)CS(=O)(=O)c3ccc(C(C)(C)C)cc3)c(=O)oc12	0.04	i
CC(C)c1ccc(OCCCCCN2CCOCC2)cc1	0.42	i
O=S(=O)(Nc1ccc(Br)cn1)c1ccc2ccccc2c1	0.98	i
O=C(NNC(=O)C1CC=CCC1)c1ccccc1O (stereo unspecified)	1.31	i
COc1cccc2c1C(=O)C=C(C)C2=O	-2.08	i
CCCCSc1nnc2c(n1)OC=Nc1ccccc1-2	-0.49	i
CCC1(C)COC2(OC1)C(=O)Nc1ccccc12 (stereo unspecified)	0.49	i
COc1ccccc1/C=N/NC(=O)CNC(=O)c1ccc(S(=O)(=O)N2CCCC2)cc1	0.54	i
Carrying on:
SMILES	Kir21 inh	CHT block
O=S(=O)(Nc1nc2ccccc2nc1OCC(F)(F)F)c1cccs1	0.05	i
COc1ccc(-c2nn(C)c3sc(C(=O)NCCN(C)C)cc23)cc1OC	1.13	i
Cc1csc(NC(=S)NC(=O)c2ccccc2)n1	1.43	i
CCOC(=O)c1sc(NC(=O)c2cc3n(n2)C(C(F)(F)F)CC(c2ccccc2)N3)c(C(=O)OCC)c1C (stereo unspecified)	-0.38	i
N#Cc1ccc(N2Cc3ccccc3C2=NC(=O)c2cccs2)cc1	-0.29	i
COc1ccc(C(=O)Nc2ccccc2)cc1NC(=O)c1cccs1	2.14	i
COc1ccc(/C=N/Nc2ccccc2C(=O)O)cc1	-0.07	i
CCCCn1c(SCC(N)=O)nc2sc3c(c2c1=O)CCC3	-1.17	i
Cc1cccc(C(=O)Nc2ccc(C(=O)N/N=C/c3ccc4c(c3)OCO4)cc2)c1	0.01	i
O=c1[nH]c(-c2ccccn2)nc2sc(-c3ccccc3)cc12	-0.09	·
Cc1csc(N/N=C\c2cccnc2)n1	-0.01	i
CC1=NN(c2ccccc2)C(=O)/C1=C/c1cccc(C)c1	0.79	i
CCCNC(=O)c1cc(S(=O)(=O)N2CCc3ccccc32)cn1C	1.47	i
COc1ccc(N2CCN(C(=O)NC3CC(=O)N(c4ccc(OC)cc4)C3)CC2)cc1 (stereo unspecified)	1.25	i
CCOC(=O)C1=C(C)NC2=C(C(=O)CCC2)C1c1ccc(N(C)C)cc1 (stereo unspecified)	1.42	i
COCCNC(=O)C(c1ccc(F)cc1)N(Cc1ccco1)C(=O)CCC(=O)Nc1ccccn1 (stereo unspecified)	0.66	i
O=C(CN1CCN(Cc2ccccc2)CC1)N1CCCc2ccccc21	-1.78	i
COC(=O)Nc1nc(C)c(C(=O)c2ccccc2)s1	0.24	i
CC(C)CC1Nc2ncnc(N3CCN(c4ccccc4)CC3)c2N(Cc2ccc(Br)cc2)C1=O (stereo unspecified)	-0.7	i
O=C(Nc1ccccc1Cl)NC1(C(=O)N2CCCC2)CCCCC1	0.1	i
CCOC(=O)c1ccc(N/C(=N\S(=O)(=O)c2ccc(F)cc2F)c2ccccc2)cc1	-0.74	i
COc1ccc(S(=O)(=O)n2[nH]c(=O)c(CCO)c2C)cc1	-0.26	i
Cc1ccc(S(=O)(=O)N(C)c2ccc(C(=O)Nc3cccnc3)cc2)cc1	-2.23	i
COCCNc1c(-c2cc3ccc(C)c(C)c3[nH]c2=O)nc2ccccn12	-1.45	i
O=C(CN1CCC(C(=O)O)CC1)Nc1ccccc1Oc1ccccc1	0.68	i
O=C(N[C@@H](Cc1ccccc1)C(=O)CCl)OCc1ccccc1	·	i
O=C(O)c1ccc(CN2CCOCC2)o1	-0.87	i
COc1cccc(N2C(=O)C3ON(c4ccccc4)C(c4cccs4)C3C2=O)c1 (stereo unspecified)	-0.39	i
Cc1cccc(NC(=O)c2cccc(C(=O)Nc3cccc(C)c3C)n2)c1C	1.03	i
Cc1ccc(NC(=O)c2cc(C(C)(C)C)nn2Cc2ccccc2)cc1	0.48	i
Cc1ccccc1NC(=O)Cn1nc(C)n2cccc2c1=O	0.24	i
CC(C)C(c1nnnn1C1CCCCC1)N1CCOCC1 (stereo unspecified)	0.05	i
O=C(c1cc(N2C(=O)C3C4CCC(C4)C3C2=O)ccc1Cl)N1CCCCCC1 (stereo unspecified)	0.78	i
O=C(CSc1nnc(-c2cccnc2)n1Cc1ccco1)Nc1nc(-c2ccc(F)cc2)cs1	-1.31	i
Cc1nc(-n2nnc3ccccc32)c2c3c(sc2n1)CCCC3	0.48	i
Cc1ccc(S(=O)(=O)N2CCN(S(=O)(=O)N3CCC(C)CC3)CC2)c(C)c1	1.45	i
CC(C)(C)NC(=O)CN(Cc1cccs1)C(=O)CCN1CCc2ccccc21	0.4	i
COC(=O)c1sccc1NC(=O)C1C2C=CC(O2)C1C(=O)O (stereo unspecified)	-0.75	i
COc1ccc(OC)c(NC(=O)CNC(=O)Cn2cnc3sc(C)cc3c2=O)c1	4.32	i
CC(NC(=O)c1cccnc1)C(c1cccs1)N1CCN(C)CC1 (stereo unspecified)	1.07	i

Some of the entries above, reformatted.
Molecule,Kir21 inh,CHT block
COc1ccccc1/C=N/NC(=O)CNC(=O)c1ccc(S(=O)(=O)N2CCCC2)cc1,0.54,i
O=S(=O)(Nc1nc2ccccc2nc1OCC(F)(F)F)c1cccs1,0.05,i
COc1ccc(-c2nn(C)c3sc(C(=O)NCCN(C)C)cc23)cc1OC,1.13,i
Cc1csc(NC(=S)NC(=O)c2ccccc2)n1,1.43,i
CCOC(=O)c1sc(NC(=O)c2cc3n(n2)C(C(F)(F)F)CC(c2ccccc2)N3)c(C(=O)OCC)c1C (stereo unspecified),-0.38,i
N#Cc1ccc(N2Cc3ccccc3C2=NC(=O)c2cccs2)cc1,-0.29,i

(listing goes on)
SMILES	Kir21 inh	CHT block
Clc1ccc2c(c1)CCc1cccnc1C2=C1CCNCC1	-1.39	i
N=c1sccn1CC(=O)Nc1cc(S(=O)(=O)N2CCCCC2)ccc1Cl	-0.82	i
CSc1ccc(CNCCN2CCOCC2)cc1	-1.18	i
CCc1ccc(NC(=O)C(=O)NCCN2CCN(Cc3ccc([N+](=O)[O-])cc3)CC2)cc1	1.8	i
CC1CCC2(CC1)NC(CO)(CO)CO2 (stereo unspecified)	0.63	i
Oc1ccc(O)c(-c2cnns2)c1	-0.43	i

No enrichment for hits, and some 1.6% of all compounds hit somewhere here.
